# NPR1 activator – GC-A (human) enzyme activation. P16066. HEK293 GC-A cells, cGMP TR-FRET, EC30 ANP; 0% at EC30 ANP, 100% saturating ANP. activation, % at 10 µM. 370,000 tested, 0.14% active; in the data active means activation above about 40%
# Target sequence (P16066 whole entry, looked up): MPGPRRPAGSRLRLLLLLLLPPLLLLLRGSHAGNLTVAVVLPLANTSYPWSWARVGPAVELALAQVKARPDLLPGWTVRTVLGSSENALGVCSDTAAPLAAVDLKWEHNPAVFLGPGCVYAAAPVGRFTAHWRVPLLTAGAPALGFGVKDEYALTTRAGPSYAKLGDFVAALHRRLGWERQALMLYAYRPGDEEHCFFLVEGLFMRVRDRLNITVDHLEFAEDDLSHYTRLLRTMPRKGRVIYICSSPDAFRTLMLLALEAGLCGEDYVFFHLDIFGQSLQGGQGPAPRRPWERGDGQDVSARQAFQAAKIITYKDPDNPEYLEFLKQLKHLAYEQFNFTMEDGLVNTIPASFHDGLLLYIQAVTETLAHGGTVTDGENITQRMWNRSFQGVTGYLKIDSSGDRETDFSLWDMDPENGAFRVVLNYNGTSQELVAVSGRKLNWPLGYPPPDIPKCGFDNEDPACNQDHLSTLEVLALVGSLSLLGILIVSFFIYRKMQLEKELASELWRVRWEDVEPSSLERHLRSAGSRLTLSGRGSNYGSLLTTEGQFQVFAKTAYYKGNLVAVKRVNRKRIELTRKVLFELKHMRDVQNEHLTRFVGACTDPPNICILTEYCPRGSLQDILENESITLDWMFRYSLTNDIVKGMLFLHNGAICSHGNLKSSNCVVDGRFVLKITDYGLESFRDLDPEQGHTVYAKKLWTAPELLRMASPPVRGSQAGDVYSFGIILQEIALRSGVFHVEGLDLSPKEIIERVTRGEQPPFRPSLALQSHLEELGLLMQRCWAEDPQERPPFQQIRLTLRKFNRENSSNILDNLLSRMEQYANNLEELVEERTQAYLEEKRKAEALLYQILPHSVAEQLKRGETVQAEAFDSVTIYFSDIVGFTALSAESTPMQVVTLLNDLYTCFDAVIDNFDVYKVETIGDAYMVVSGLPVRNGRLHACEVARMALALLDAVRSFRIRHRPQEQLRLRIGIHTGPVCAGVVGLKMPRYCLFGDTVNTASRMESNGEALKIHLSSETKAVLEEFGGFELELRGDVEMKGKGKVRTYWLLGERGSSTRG
# NPR2 activator – GC-B (human) receptor activation; HEK293-GC-B cells, CNP EC30, cGMP TR-FRET; 0% at EC30 CNP, 100% saturating CNP; 370,000 tested, 0.11% active; activation, % at 10 µM;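 active means activation at 10 µM reaching about 35% in either raw or pattern-adjusted values, limit read from the data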
# UHRF1 MBD2 ctr – human UHRF1 methylated DNA binding inhibitors; UHRF1 binding to methylated oligo, TR-FRET; inhibition, % at 4.4 µM; AID 687016; Q96T88; 370,000 tested, 0.75% active; in the data active means inhibition above about 21%;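 further: UHRF1 SRA domain binding a hemimethylated CpG hairpin DNA probe; 0% = median of test compound wells and 100% = reference inhibitor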
# rCAG binder – binds r(CAG) RNA repeats; AID 651821; inhibition, % at 3 µM; r(CAG) RNA repeat, TO-PRO-1 dye displacement fluorescence; 370,000 tested, 1.3% active;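 active means inhibition above the plate cutoff, the mean of all test compounds on that plate plus 3 SD, cut at about 35% in these data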;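 further: 0% = DMSO alone and 100% = 100 µM mitoxantrone as full dye displacement; higher means more dye released from RNA so lower well fluorescence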
# ABHD4 inh – inhibits mouse alpha/beta hydrolase domain 4 | Q8VD66 | purified mABHD4, FP-Rh probe fluorescence polarization | inhibition, % at 8.92 µM | 370,000 tested, 0.54% active | AID 720543;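 active means inhibition exceeding the mean over every tested compound plus 3 SD, cut at about 30% in these data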;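 further: 0% = plate median of compound wells and 100% = S159A mutant with DMSO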
#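 Doses – 8.92 µM, single dose · Material – wild-type mouse ABHD4 protein · Replication – single well per compound (singlicate) · Measure – percent inhibition of probe binding, normalized to plate controls · Schedule – 45 min compound pre-incubation plus 60 min probe step, 25 °C · Detection – fluorescence polarization with parallel and perpendicular emission, 525/598 nm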
# SIAE primary – blocks human sialic acid acetylesterase | inhibition, % at 9.66 µM | 370,000 tested, 0.69% active | SIAE FP-Rh probe binding, fluorescence polarization;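 active means inhibition above a cutoff: mean of compounds within the control limits plus 3 SD of those, cut at about 17% in these data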;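 further: 0% = plate median of compound wells and 100% = probe without SIAE protein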
# MBD2 inh – inhibitors of human MBD2 binding to methylated oligonucleotide | inhibition, % at 4.4 µM | TR-FRET | AID 686964 | 370,000 tested, 0.31% active; in the data active means inhibition above about 13%
# TCR CD3 inh – blocks the human TCR-CD3 interaction. AID 651800. TAMRA-labeled TCR probe fluorescence, biochemical. inhibition, % at 9.4 µM. 360,000 tested, 0.37% active; in the data active means inhibition above about 19%;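 further: recombinant mutant TCR 2C K166C tagged with TAMRA read by polarization; 0% = receptor in buffer alone and 100% = receptor with positive control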
# HTRA1 inh – inhibitors of human serine peptidase HTRA1. recombinant HTRA1, FP-rhodamine activity-based probe, fluorescence polarization. inhibition, % at 5.96 µM. 340,000 tested, 0.5% active; in the data active means inhibition above about 36%;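 further: 0% = enzyme with DMSO and 100% = wells lacking enzyme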
# PRMT1 FP inh – inhibitors of human PRMT1. 370,000 tested, 1.3% active. Q99873. AID 652257. recombinant PRMT1, activity-based probe fluorescence polarization. inhibition, % at 2.79 µM;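 active means inhibition above about 21% made by adding two undisclosed values, limit read from the data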
# The depositor's hits bear a star; x = not tested or not shown.
structure	PRMT1 FP inh	HTRA1 inh	MBD2 inh	NPR1 activator	rCAG binder	UHRF1 MBD2 ctr	SIAE primary	TCR CD3 inh	ABHD4 inh	NPR2 activator
COc1cc(NC(=O)C2CC(c3ccccc3O)=NO2)cc(OC)c1OC (stereo unspecified)	-3	0	-6	0	1	0	-1	1	5	-2
Cc1ccc(C(=O)O)cc1NC(=O)CCc1ccccc1	-6	6	2	2	-1	2	4	0	1	-3
Cc1ccc(-n2cccn2)c(CN2CCCC(CNC(=O)c3ccc(F)cc3)C2)c1 (stereo unspecified)	5	11	0	-9	-3	3	-1	-7	6	-9
Cc1ccc2oc(-c3ccc(C)c(NC(=O)Cc4cccs4)c3)nc2c1	1	-5	2	9	4	2	-3	-6	1	3
O=S(=O)(Nc1ccccc1)N1CCCCC1	-4	4	-3	-5	1	0	-5	-5	-7	2
CC1=C(C(=O)Nc2ccccn2)C(c2ccc(Br)cc2)n2ncnc2N1 (stereo unspecified)	0	4	-5	-10	2	1	-2	-2	-5	-12
COc1cc(OC)cc(C(=O)Nc2cccc(NC(=O)c3cc(OC)cc(OC)c3)n2)c1	-1	-26	1	5	-2	1	-21	-2	-10	8
Cn1cnnc1SCc1ccc(C(=O)N=Nc2c(O)n(Cc3ccc(Cl)cc3)c3ccccc23)cc1	2	-42	-1	24	13	1	-10	-2	2	14
COCCN(C(=O)CCC(=O)Nc1nccs1)C(C(=O)NC(C)(C)C)c1ccc(C)cc1 (stereo unspecified)	-7	-4	-4	-3	-3	-1	5	-2	2	2
CC1=C(C(=O)N2CCOCC2)CC(CC(=O)NCc2cccs2)C(=O)N1Cc1ccccc1 (stereo unspecified)	2	x	-1	-1	1	18	-1	7	0	-6
COc1ccc(C2=C/C(=C/c3cccnc3)C(=O)O2)cc1OC	10	-2	7	6	8	7	-5	-1	-12	-3
Cc1cc(C)nc(N/N=C/c2ccccc2OCc2ccc(Cl)cc2)n1	-1	-8	1	3	-5	1	-1	7	3	-3
O=S(=O)(CCSc1nc2ccccc2o1)c1nc2ccccc2s1	-2	-16	0	5	-2	1	3	5	2	0
O=C(NCc1ccccc1)C(c1ccccc1F)n1c(=O)c(-c2ccco2)nc2ccccc21 (stereo unspecified)	13	x	-6	-3	32	-5	-9	3	-15	-6
CC(=O)NCCNc1nc2cc(-c3ccc(Cl)cc3C)sc2c(=O)n1C	1	x	-3	12	3	0	1	1	-6	-1
CCCNC(=O)CS(=O)(=O)c1ccccc1	-4	1	-1	-1	0	-1	5	1	-2	4
c1ccc(Cn2ccc3ccc(-c4ccc5ccn(Cc6ccc7ccccc7c6)c5c4)cc32)cc1	2	x	-2	-9	21	-2	-1	x	8	-15
O=C(CSc1nc2ncc(Br)cc2[nH]1)c1cccc([N+](=O)[O-])c1	0	5	-5	-2	9	0	2	6	1	4
Cc1ccc(C(=O)Nc2ccnc(-c3ccncc3)n2)cc1	-3	1	0	-1	-5	-3	-3	-5	0	1
O=C(Nc1ccccc1)Nc1cccc2nsnc12	-2	-34	-7	1	5	-5	5	0	-14	-5

# Some of the entries above in a different format.
# The line under a structure holds: PRMT1 FP inh	HTRA1 inh	MBD2 inh	NPR1 activator	rCAG binder	UHRF1 MBD2 ctr	SIAE primary	TCR CD3 inh	ABHD4 inh	NPR2 activator
CCCNC(=O)CS(=O)(=O)c1ccccc1
    -4	1	-1	-1	0	-1	5	1	-2	4
c1ccc(Cn2ccc3ccc(-c4ccc5ccn(Cc6ccc7ccccc7c6)c5c4)cc32)cc1
    2	x	-2	-9	21	-2	-1	x	8	-15

# Carrying on.
structure	PRMT1 FP inh	HTRA1 inh	MBD2 inh	NPR1 activator	rCAG binder	UHRF1 MBD2 ctr	SIAE primary	TCR CD3 inh	ABHD4 inh	NPR2 activator
COC(=O)c1sc(NC(=S)NC(=O)c2ccc(F)cc2)nc1C	2	x	1	-1	1	-4	6	-8	3	2
COc1cc(C(=O)COC(=O)c2cc([N+](=O)[O-])ccc2N2CCOCC2)ccc1OC(F)F	2	-8	1	3	4	1	-3	-5	-7	-1
CC(C)c1ccc(-n2nc3ccc(N)cc3n2)cc1	3	1	-4	-9	12	0	10	3	-11	-7
CCCC(=O)N=c1sc2cccc(F)c2n1C	2	3	-1	1	0	1	4	4	9	-3
O=C(c1cccc(F)c1)N1CCN(c2ccc([N+](=O)[O-])c3cccnc23)CC1	3	-1	2	0	0	0	5	-3	-6	-2
COc1ccc(O)c(C(=O)CC(=O)c2cccnc2)c1	-4	-3	-3	-6	1	-8	4	0	6	-5
CC1(C)Cc2[nH]c3ccccc3c2C(C)(C)N1	-5	7	-2	-5	1	-2	0	-5	2	2
CN(C(=O)COC(=O)C(Cc1ccccc1)NC(=O)c1ccccc1)c1ccccc1 (stereo unspecified)	1	0	0	2	-2	-3	0	-2	-2	-1
Cc1nc2ccccc2c2oc(C(=O)N3CCN(C4CCCCC4)CC3)cc12	-5	-5	0	-1	-1	5	6	-7	1	5
CCOC(=O)Cc1csc(NS(C)(=O)=O)n1	-3	1	-1	0	1	0	-6	-2	-4	0
Cc1cc(Cl)ccc1OCC(=O)OCC(=O)Nc1cccnc1Cl	-3	7	-6	0	-1	-1	-1	3	2	-3
Cc1ccc(S(=O)(=O)NCC(=O)N(CC(=O)NCc2ccccc2)CC2CCCO2)cc1 (stereo unspecified)	0	-4	7	-1	-7	1	9	-9	-4	-5
O=c1c2sccc2n(Cc2ccc(F)cc2)c(=O)n1-c1ccc(F)cc1	-1	1	2	2	-2	-1	2	9	4	-2
COc1ccc(C2=Nc3ccccc3N(C(=O)c3cccnc3)C2C(=O)NC2CCCC2)cc1 (stereo unspecified)	1	x	12	-5	3	23*	5	-4	-3	4
C[C@H](CO)N1C[C@H](C)[C@@H](CN(C)S(C)(=O)=O)OCc2cnnn2CCCC1=O	-6	-1	-1	-1	2	-2	4	3	0	0
CCOC(=O)c1c(C)oc2ccc(OCC(N)=O)cc12	-2	-1	1	4	2	-2	-12	3	-9	-6
CCCCn1c(-c2cc(Cl)ccc2OC)n[nH]c1=S	10	-3	7	-20	2	2	-3	3	-35	-9
CCc1nc(N2CCN(C(C)=O)CC2)c2c3c(sc2n1)CCCC3	-2	12	0	-9	-8	-1	4	3	1	-8
O=c1c([N+](=O)[O-])c(N2CCCC2)c2ccccc2n1-c1ccccc1	0	7	1	1	1	-2	-4	5	3	0
COc1ccc(Cc2nnc(SCC(=O)NCc3ccco3)o2)cc1	6	-2	5	6	4	2	1	2	-4	2
O=C(CCS(=O)(=O)c1ccc(F)cc1)Nc1nnc(-c2cccs2)o1	5	1	1	-4	4	-1	12	-4	2	0
O=C(NC1CCCC1)c1cc2cc(Br)ccc2o1	-1	-8	3	-3	-2	2	-3	-5	-10	-1
CCOc1ccc(C(=O)C[n+]2ccc(C(=O)NCCO)cc2)cc1	6	4	0	3	4	0	0	6	1	7
O=C(CSc1nnc(Cn2c(=O)sc3ccccc32)n1-c1ccccc1)N1CCCCCC1	2	0	3	1	1	-1	-1	-6	3	-2
CCCS(=O)(=O)c1c(S(=O)(=O)CCC)c2c(N)cccn2c1C(=O)OC	9	3	-7	-8	24	-7	11	-3	2	-1
Oc1ccc(-c2nc(=S)[nH][nH]2)cc1	18	6	-1	-2	4	1	3	-4	9	4
CC(C)CN(Cc1c(O)ccc2c(=O)c(-c3ccccc3)coc12)CC(C)C	-1	7	-2	-1	0	4	1	-8	5	-2
O=C(NC1CCCCCCC1)c1ccc(S(=O)(=O)N2CCCC2)cc1	-1	-4	1	1	-4	0	1	-4	2	4
CC(=O)c1c(C)[nH]c(C(=O)Nc2ccc(C)c(S(=O)(=O)N(C)C)c2)c1C	3	2	2	0	6	7	-2	1	11	-2
COc1ccc(NC(=O)CC2CCCC2)cc1OC	1	2	0	4	-1	0	2	1	1	-1
CCCOC(=O)CSC1=C(C#N)C(c2ccc3c(c2)OCO3)CC(=O)N1 (stereo unspecified)	1	3	-6	-3	1	2	9	-4	-1	1
O=C(NCc1ccccc1)c1ccc2c(c1)S(=O)(=O)c1cc(Cl)ccc1C2=O	2	-2	3	3	2	0	5	-6	4	4
C=CCC(C)(NCc1ccccc1)c1ccc(C)cc1 (stereo unspecified)	-1	-2	4	-20	-4	-1	1	7	-1	-19
CCOC(=O)CSc1nc2cc(S(=O)(=O)Nc3ccccc3OC)ccc2o1	2	1	-5	2	-2	-4	0	6	3	2
CC(=O)c1ccc(N2CCN(C(C)C(=O)NC3CCCc4ccccc43)CC2)cc1 (stereo unspecified)	4	-3	3	-6	-6	1	12	-5	4	0
CCCS(=O)(=O)Nc1ccc2cn[nH]c2c1	0	0	-4	-2	0	3	4	-9	5	3
O=C(c1ccc(N2CCCC2)c([N+](=O)[O-])c1)N1CCN(S(=O)(=O)c2ccccc2)CC1	-4	-8	-14	-11	-4	-6	3	-2	5	-2
COc1ccc(N2CCN(CCCNC(=O)c3ccc(CS(=O)(=O)c4ccc(Cl)cc4)o3)CC2)cc1	2	-3	-4	-5	-7	-1	5	1	2	2
COC(=O)c1c(C)[nH]c(C(=O)C(C)OC(=O)C2CC2C)c1C (stereo unspecified)	-3	1	1	0	0	2	-4	-4	-6	-2
Cc1cc(C)cc(OCC(=O)Nc2ccncc2)c1	6	-8	-4	0	-1	2	-9	-3	-5	-3
Cn1c2c(c(=O)n(C)c1=O)C(c1ccc(C(F)(F)F)cc1)CC(=O)N2 (stereo unspecified)	-3	-6	-5	2	6	31*	1	5	-1	1
O=c1[nH]c(=O)n(Cc2ccco2)c2c1C(C(F)(F)F)(C(F)(F)F)N=C(C1CCCCC1)N2	-1	1	-4	8	-4	-1	-2	11	4	-1
Cc1ccc(NC(=O)CN2CCC(NC(=O)Cc3ccccc3)CC2)c(C)c1	-5	6	-2	1	-7	-1	4	-2	-1	3
COc1ccc(C(=O)OC(C)CN2CCOCC2)cc1 (stereo unspecified)	1	6	0	7	-4	2	6	-2	-2	-1
Cc1cccc[n+]1CC(=O)/C=C1\N(C)c2ccccc2C1(C)C	-4	-27	-8	1	-2	-3	-35	-2	-67	-2
O=C(Nc1nc(-c2cc(F)ccc2F)cs1)C1=NN(c2ccccc2)C(=O)CC1	-2	4	4	-2	9	1	-13	3	0	1
N#CC(C#N)=Cc1ccc(OC(=O)c2ccccn2)cc1	2	0	5	3	3	-2	2	5	-5	-2
COc1ccc(OC(=O)c2cnc3n(c2=O)CCS3)cc1	3	8	0	-2	2	5	-3	0	1	5
CCCOc1ccc(CN2CCOCC2)cc1OC	-7	3	3	1	-2	0	4	-3	-2	-4
CN(Cc1ccncc1)C1CC(=O)N(c2ccc(Cl)cc2)C1=O (stereo unspecified)	0	1	8	-1	-4	11	4	6	1	4
COc1ccc(CCC(=O)OCC(=O)Nc2sccc2C(N)=O)cc1	6	-8	-7	1	1	-1	5	-9	5	-5
O=C(/C=C/c1ccccc1)NC(N1CCOCC1)C(Cl)(Cl)Cl (stereo unspecified)	0	2	-1	0	-3	1	-4	3	6	1
Cc1cc(Cl)ccc1OC(C)C(=O)NN=C1CCCCCC1 (stereo unspecified)	2	-10	9	0	3	-2	-4	-5	0	5
COc1ccc(NC(=O)CCC(=O)Nc2ccc3nc(N4CCOCC4)cc(C)c3c2)c(OC)c1	3	-6	-3	-8	7	2	-1	0	9	-2

# The list is partial (hit frequency here may not be typical).
